Bioassay records deposited in PubChem by several laboratories.
DAX1 inh-1 – DAX1 (NR0B1) inhibitors on StAR promoter, primary screen, cell-based, luminescence, SF-1 (NR5A1), full-length DAX-1. AID 652010, 2013. inhibition, % at 6.8 µM. HEK293T StAR-luciferase reporter, SF-1/DAX-1 repression relief. 1.1% of 370,000 active;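 active means inhibition above the mean over all tested compounds plus 3 SD, cut at about 3.6% in these data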;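 further: 0% = DAX-1 cells with DMSO and 100% = cells lacking DAX-1 with DMSO; higher inhibition means more luminescence from relief of DAX-1 repression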
Rev-erbA mod – modulators of Rev-erb alpha DNA binding, primary screen, biochemical, FITC-DNA, fluorescence polarization, uHTS. Nuclear receptor subfamily 1 group D member 1 (Homo sapiens), P20393. Rev-erbα–FITC-DNA binding, 90 min. activity, % at 10 µM. 0.79% of 370,000 active. AID 1259318, 2017;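 active means activity above about 14%, limit read from the data; passing the limit was not always enough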;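 further: 0% = DMSO wells with 35 nM protein and 100% = DMSO wells with 750 nM protein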
DAX1 inh-2 – DAX1 (NR0B1) inhibitors, primary screen, cell-based, HEK293, Gal4-DAX1, luciferase luminescence; Nuclear receptor subfamily 0 group B member 1 (Homo sapiens), P51843; HEK293 Gal4-DAX1 luciferase reporter; inhibition, % at 6.75 µM; 0.99% of 340,000 active; AID 504766, 2011;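 active means inhibition above the mean over all tested compounds plus 3 SD, cut at about 4.2% in these data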;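 further: 0% = DAX1-transfected cells with DMSO and 100% = empty-vector control cells with DMSO; inhibition shows as a rise in luminescence from relieved DAX1 repression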
Target sequence (P51843 207-470 limits assumed): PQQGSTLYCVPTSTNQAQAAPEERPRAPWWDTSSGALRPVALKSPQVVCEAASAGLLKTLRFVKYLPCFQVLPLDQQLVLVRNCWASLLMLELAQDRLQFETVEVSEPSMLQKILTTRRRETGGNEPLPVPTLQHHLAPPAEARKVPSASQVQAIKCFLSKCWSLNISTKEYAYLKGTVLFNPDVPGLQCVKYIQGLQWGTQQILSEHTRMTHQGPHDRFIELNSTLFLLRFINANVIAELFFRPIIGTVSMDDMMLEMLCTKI
PLC-beta3 inh – human PLC-beta3 inhibitors, primary screen, biochemical, fluorescence; 1-phosphatidylinositol 4,5-bisphosphate phosphodiesterase beta-3 (Homo sapiens), Q01970; Purified PLC-beta3, fluorogenic substrate; inhibition, % at 12.2 µM; 0.18% of 370,000 active; AID 720704, 2013; in the data active means inhibition above about 11%;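 further: 0% = median of compound wells on plate and 100% = full blocker control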
MBD2 inh – inhibitors of MBD2 binding to methylated DNA, primary screen, biochemical, TR-FRET, DNA-binding domain, human; Methyl-CpG-binding domain protein 2 (Homo sapiens), Q9UBB5; MBD2 binding to methylated oligonucleotide; inhibition, % at 4.4 µM; 0.31% of 370,000 active; AID 686964, 2013; in the data active means inhibition above about 13%
Target sequence (Q9UBB5 whole entry, looked up, the tested form may be a part): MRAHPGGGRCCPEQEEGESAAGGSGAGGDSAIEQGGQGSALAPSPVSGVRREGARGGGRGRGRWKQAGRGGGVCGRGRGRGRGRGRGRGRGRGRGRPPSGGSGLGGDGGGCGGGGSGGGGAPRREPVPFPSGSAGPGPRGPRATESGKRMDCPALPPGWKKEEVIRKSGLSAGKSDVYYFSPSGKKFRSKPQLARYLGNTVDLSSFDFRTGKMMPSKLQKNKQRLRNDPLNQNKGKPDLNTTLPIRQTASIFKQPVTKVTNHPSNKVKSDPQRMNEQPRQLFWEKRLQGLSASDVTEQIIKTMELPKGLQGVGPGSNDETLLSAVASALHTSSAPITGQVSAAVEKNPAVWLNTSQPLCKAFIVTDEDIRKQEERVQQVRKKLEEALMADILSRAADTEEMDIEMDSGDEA
hcDAF-12 act – H. contortus DAF-12 nuclear receptor activators, primary screen, cell-based, luminescence, HEK293, lit1-tk-luc reporter | HEK293 hcDAF-12 lit1-tk-luc reporter; 0% DMSO, 100% Δ7-dafachronic acid | activation, % at 6.8 µM | 1.4% of 370,000 active | AID 652067, 2013;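 active means activation above the mean of all tested compounds plus 3 SD, cut at about 5.5% in these data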;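 further: 100% = response to 3 µM Δ7-dafachronic acid high control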
hgDAF12 agonist – H. glycines DAF-12 receptor agonists, primary screen, cell-based, luminescence, HEK293, GAL4 fusion, UAS-luciferase. Nuclear hormone receptor DAF-12 (Heterodera glycines), GAL4 fusion. HEK293 GAL4-hgDAF12 UAS-luciferase reporter, agonist luminescence; normalized to butyrate control. activation, % at 6.8 µM. 1.8% of 370,000 active. AID 687014, 2013;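 active means activation above a cutoff set at the mean of all screened compounds plus 3 SD, cut at about 10% in these data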;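 further: 0% = DMSO wells and 100% = sodium butyrate wells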
SMARCA2 act – SMARCA2 (BRM) function activators, primary screen, cell-based, luminescence, high throughput | 1% of 370,000 active | MG213 cells, MMTV-luciferase reporter, dexamethasone, overnight | AID 652017, 2013 | activation, % at 9.1 µM; in the data active means activation above about 7.8%;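 further: 0% = vehicle wells and 100% = reference activator wells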
ADAM17 inh – ADAM17 inhibitors, primary screen, biochemical, QFRET; 0.83% of 370,000 active; Disintegrin and metalloproteinase domain-containing protein 17 (Homo sapiens), P78536; inhibition, % at 6.95 µM; recombinant ADAM17, EDANS/DABCYL FRET peptide cleavage; AID 720648, 2013;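 active means inhibition above the mean of compounds lying between control limits plus 3 SD, set per campaign, cut at about 8.5% in these data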;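 further: 0% = DMSO-only wells as the low control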
PLC-gamma1 inh – PLC-gamma1 enzyme inhibitors, primary screen, biochemical, fluorescence, purified enzyme; 0.84% of 370,000 active; 1-phosphatidylinositol 4,5-bisphosphate phosphodiesterase gamma-1 (Homo sapiens), P19174; AID 720700, 2013; inhibition, % at 12.2 µM; fluorogenic substrate; in the data active means inhibition above about 9.5%
ssDAF-12 act – S. stercoralis DAF-12 nuclear receptor activators, primary screen, cell-based, luminescence, HEK293, GRIP1 co-expression, lit1-tk-luc | Nuclear hormone receptor DAF-12 (Strongyloides stercoralis) | HEK293 ssDAF-12/GRIP1 lit1-tk-luc reporter; % of 3 µM dafachronic acid response | activation, % at 6.8 µM | 1% of 370,000 active | AID 652126, 2013;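 active means activation above the mean over all tested compounds plus 3 SD, cut at about 0.9% in these data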;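 further: 0% = DMSO-only wells and 100% = 3 µM delta7-dafachronic acid wells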
Active calls of the source: *; i = inactive; . = not tested or not shown.

SMILES | DAX1 inh-1 | Rev-erbA mod | DAX1 inh-2 | PLC-beta3 inh | MBD2 inh | hcDAF-12 act | hgDAF12 agonist | SMARCA2 act | ADAM17 inh | PLC-gamma1 inh | ssDAF-12 act
Nc1nc(N)c2c(n1)CN(Cc1ccc(Cl)cc1)C2 | -0.6 | 6 | 0.0 | -84 | -1 | 0.1 | -2.1 | -3 | -19 | -63 | -0.7
C=CCn1c(-c2ccncc2)n[nH]c1=S | -0.5 | -2 | . | -3 | 5 | -1.5 | -0.8 | -1 | -1 | 1 | -1.1
O=C(c1ccc2c(c1)OCO2)N(CC1CCCO1)C1(C(=O)NC2CCCCC2)CCCCC1 (stereo unspecified) | -0.4 | 4 | -0.5 | 2 | -6 | -1.6 | 0.4 | -3 | -5 | 2 | -1.4
CCN(CC(=O)Nc1ccccc1OC)C(=O)CSCC(=O)Nc1cccc(C)c1 | 0.5 | 4 | 1.2 | -4 | -5 | 2.2 | -1.5 | -2 | -1 | 1 | -0.6
O=C(CN1CCOCC1)NCCNC(=O)CN1CCOCC1 | -0.1 | 0 | 0.6 | 0 | -4 | -1.0 | -2.1 | -1 | -4 | 1 | -1.7
CCOc1ccc(C(=O)Nc2cccc(-c3cc4ccccc4oc3=O)c2)cc1[N+](=O)[O-] | 0.1 | -12 | -0.3 | 2 | -5 | -1.6 | 0.2 | -2 | 0 | 0 | -1.1
COc1cc(OC)cc(C(=O)Nc2ccc3nc4n(c(=O)c3c2)CCCC4)c1 | 0.1 | 8 | -0.3 | 0 | 0 | 0.1 | 1.8 | 3 | -1 | 0 | -1.1
CN(C)C(=O)N1CCN(C(=O)N(C)C)CC1 | -0.5 | 4 | 0.2 | 4 | -3 | -1.2 | -3.0 | 2 | 2 | 2 | -1.9
O=C(O)C1CCCN1c1nc(Cl)ccc1[N+](=O)[O-] (stereo unspecified) | 2.0 | -2 | -0.7 | -37 | 2 | -0.3 | 1.1 | 2 | -19 | -29 | -1.4
NC(=O)c1nc2c([nH]c1=O)CCCC2 | 0.0 | -4 | 1.6 | -10 | 3 | 0.1 | -2.4 | 0 | -16 | -7 | -1.2
N#Cc1ccsc1NC(=O)c1cccc(-n2cnnn2)c1 | 0.1 | 7 | 0.5 | -21 | 6 | 0.1 | 1.0 | 0 | 2 | -5 | -1.2
Cc1ccc(NC(=O)CC2S/C(=N/N=C/c3c[nH]c4ccccc34)NC2=O)cc1 (stereo unspecified) | -0.1 | -3 | -0.8 | -1 | -5 | 4.5 | 0.5 | 1 | -3 | 0 | -1.1
C=CCn1c(C)cc(-c2csc(NC)n2)c1C | 2.8 | -2 | -1.1 | -56 | -1 | -0.3 | -2.1 | 0 | -6 | -44 | -1.0
Cc1cccc(C)c1NC(=O)N1CCCC1C(=O)Nc1ccc(-n2cnnn2)cc1 (stereo unspecified) | 0.1 | -1 | -0.9 | -2 | 2 | 1.6 | -3.7 | -1 | -3 | -1 | -1.4
COc1ccc(N(C(C)=O)S(=O)(=O)c2cccs2)cc1 | -0.4 | -1 | 0.5 | 2 | -4 | 1.2 | 1.0 | -1 | -3 | 2 | -1.3
COCC(=O)Nc1cc(C)cn(Cc2ccccc2Cl)c1=O | -0.5 | 0 | -1.8 | -9 | -3 | -0.6 | 2.2 | 3 | -3 | 1 | -1.1
CCOc1ccc(NC(=O)CCN2CCN(S(=O)(=O)c3ccc(OC)cc3)CC2)cc1 | -0.8 | -3 | -1.3 | 3 | 1 | -1.3 | -4.5 | 1 | 1 | 1 | -1.2
O=C1CN=C(Nc2ccccc2Cl)N1c1ccccc1 | -0.5 | 4 | -0.3 | 3 | -1 | -1.1 | 1.0 | 0 | 0 | 0 | -1.2
Cc1ccc(C(=O)N2CCN(c3cnn(C)c(=O)c3Cl)CC2)cc1 | -0.5 | 8 | -1.5 | 2 | -4 | -0.8 | -3.6 | -1 | -5 | -2 | -1.2
CCC1S/C(=C(\C#N)C(N)=O)N(c2ccc(F)cc2)C1=O (stereo unspecified) | 1.0 | -2 | 1.5 | 0 | -2 | 1.5 | -1.2 | 1 | 4 | 4 | -0.9
CCOc1ccc(NC(=O)CSc2ccc(-c3ccco3)nn2)cc1 | -3.3 | -3 | 0.4 | -18 | 2 | -1.6 | 4.0 | -2 | 0 | -3 | -0.7
Fc1ccc(N2N=C(c3cccs3)CC2c2ccco2)c(F)c1 (stereo unspecified) | -0.5 | 3 | 1.6 | i | -5 | -0.4 | -0.1 | 0 | -444 | i | -1.5
COc1cc(C2OCC3C(c4ccc(OC5OC(CO)C(O)C(O)C5O)c(OC)c4)OCC23)ccc1O (stereo unspecified) | 0.7 | 4 | -0.1 | 2 | -4 | -0.6 | -0.9 | 1 | -3 | -2 | -1.1
CC(=O)Oc1ccccc1C(=O)C=Cc1cccc([N+](=O)[O-])c1 | -4.1 | -6 | -3.4 | -8 | 7 | -0.1 | -12 | -10 | -4 | 1 | -0.8
CCC(=O)N(Cc1ccc(C)cc1)Cc1cc2cc3c(cc2[nH]c1=O)OCO3 | 0.4 | -1 | 1.2 | -3 | 1 | 0.5 | -1.5 | 0 | -26 | -1 | -1.2
(cont.)
SMILES | DAX1 inh-1 | Rev-erbA mod | DAX1 inh-2 | PLC-beta3 inh | MBD2 inh | hcDAF-12 act | hgDAF12 agonist | SMARCA2 act | ADAM17 inh | PLC-gamma1 inh | ssDAF-12 act
CC(C)(C)CC(C)(C)NCC(O)COCCOc1ccc(Br)cc1 (stereo unspecified) | -0.4 | -3 | 0.1 | 0 | 3 | -0.6 | -3.0 | -2 | 2 | 2 | -0.8
O=C(CSc1ccc(Cl)cc1)NCc1ccco1 | 0.6 | -5 | 2.5 | -2 | 3 | -0.1 | -0.2 | 0 | -5 | -1 | 0.4
O=C(NCCc1ccccc1)C1CCN(S(=O)(=O)c2cccs2)CC1 | 0.4 | -6 | -1.7 | 9 | 1 | 0.5 | 3.7 | -2 | 7 | 9.8* | -0.8
COc1ccc(CCNC(=O)Cn2c(=O)n(Cc3ccco3)c(=O)c3ccc(Cl)cc32)cc1OC | -0.3 | -1 | -1.1 | 3 | -5 | -1.8 | -3.0 | 2 | 3 | 5 | -1.7
NC(=O)NN=C1CCN2CCCc3cccc1c32 | -0.1 | -1 | 1.1 | i | -3 | -1.0 | 2.6 | -1 | -68 | i | -0.5
O=C(Nc1nc(-c2cccc3ccccc23)cs1)c1ccc2c(c1)S(=O)(=O)c1ccccc1C2=O | 0.9 | -2 | -0.4 | -11 | 6 | 1.9 | 1.8 | 2 | -6 | 3 | -1.8
CC(=C1C(=O)c2ccccc2C1=O)N1CCN(C/C=C/c2ccccc2)CC1 | -0.2 | 3 | 2.9 | -10 | -2 | 3.1 | 5.5 | -1 | 0 | -6 | -1.1
Cc1ccc(/C=N/Nc2nnc(Cc3ccccc3)c(=O)[nH]2)o1 | 0.5 | 4 | -0.9 | 1 | 1 | -0.7 | -0.2 | -2 | 2 | 1 | -0.4
COc1cccc(NC(=O)Cn2c(=O)n(CCC(=O)NCc3ccco3)c(=O)c3ccccc32)c1 | 0.3 | 2 | -1.2 | -4 | -2 | -0.6 | -0.6 | -1 | -2 | 4 | -0.7
Cn1c(N)c(C(=O)COC(=O)Cc2ccc(Br)cc2)c(=O)n(C)c1=O | -0.4 | -1 | -0.6 | 4 | -3 | 0.1 | -3.1 | -3 | 2 | 1 | -1.5
COc1ccc(NC(=O)N(CCCN(C)C)Cc2cc3cc(OC)ccc3[nH]c2=O)cc1 | 1.2 | 1 | 1.9 | -12 | -1 | -1.2 | 4.0 | 1 | -27 | -16 | -1.2
O=S(=O)(NC1CCCCCC1)c1ccc(Br)s1 | -0.6 | 0 | 2.8 | 1 | 6 | -2.0 | -0.3 | -5 | 2 | -2 | -0.9
c1ccc(COc2ncnc3c2ncn3CCCNCc2cccs2)cc1 | 1.8 | -3 | 0.5 | 4 | 5 | 0.5 | 1.7 | -6 | -3 | 4 | -0.9
COc1ccc(CNC(=O)C(c2ccco2)N(C(=O)c2ccccn2)c2ccccc2)cc1 (stereo unspecified) | -0.4 | 6 | -0.1 | -3 | -2 | -1.7 | -0.2 | 2 | 0 | -2 | -1.0
Cc1c(CCC(=O)O)c(=O)oc2cc3occ(-c4ccc(Br)cc4)c3cc12 | -0.6 | -5 | -1.6 | -200 | 5 | -0.7 | 0.2 | -2 | -139 | -148 | -1.2
O=C(NCc1ccccn1)C1CCCCC1 | 1.1 | -2 | 2.7 | -1 | -3 | 0.2 | -0.4 | 0 | 0 | 4 | -1.6
O=C(NC1CCCCC1)C1c2ccccc2OCC(=O)N1Cc1cccnc1 (stereo unspecified) | 1.0 | 3 | . | 1 | -5 | 2.7 | 3.3 | 4 | -1 | -3 | -1.0
COC(=O)CCc1nc2ccccc2nc1OC | 0.4 | -3 | 0.0 | -24 | 5 | 1.4 | 3.7 | -3 | -42 | -12 | -1.0
CC(=O)Nc1ccc2nc(NS(=O)(=O)c3ccc(C)cc3)sc2c1 | 1.2 | 0 | 2.4 | -12 | -4 | -0.4 | 0.1 | -4 | -7 | -9 | -1.9
CCn1c(Cl)c(C=O)s/c1=N\S(=O)(=O)c1ccccc1 | -1.4 | 2 | -6.7 | -16 | -4 | -3.4 | -6.7 | -12 | -1 | -5 | -1.7
COC(=O)Cc1ccc2c3ccccc3n(C)c2c1 | -0.3 | 4 | 0.7 | 2 | -2 | 5.8* | 3.9 | 0 | 1 | 1 | -1.2
CCOC(=O)[C@]12CCCCC/C=C\1N(CCc1ccc(Cl)cc1)C(=O)[C@H]2CC(=O)NCc1cccs1 | -0.4 | 4 | . | 2 | -3 | -0.4 | 0.0 | -4 | 4 | 2 | -0.9
CCO[C@@H]1OC(C(=O)N2CCN(Cc3ccc4c(c3)OCO4)CC2)=C[C@H](C2CC2)[C@H]1CCCO | -0.1 | -4 | -0.7 | -1 | 3 | -1.1 | -0.5 | 0 | -6 | 0 | -1.3

PLC-gamma1 inh, hit marks shown above
SMILES | DAX1 inh-1 | Rev-erbA mod | DAX1 inh-2 | PLC-beta3 inh | MBD2 inh | hcDAF-12 act | SMARCA2 act | ADAM17 inh | PLC-gamma1 inh | ssDAF-12 act
O=C(NCCc1ccccc1)C1CCN(S(=O)(=O)c2cccs2)CC1 | 0.4 | -6 | -1.7 | 9 | 1 | 0.5 | -2 | 7 | 9.8* | -0.8

Rows were taken by chance; 7.4% or so of the library scored in one or more.
